SUMO HTRF inh – inhibitors of human SUMOylation (UBC9); HTRF SUMOylation assay, SAE1/SAE2 + UBC9, in vitro; P63279; hit rate 0.36% among 290,000; AID 2006; inhibition, % at 35 µM; in the data active = inhibition above about 50%, passing the limit was not always enough; note: strong numbers were not always called active
M18AAP inhibitor – PfM18AAP enzyme inhibition; hit rate 1.2% among 290,000; recombinant PfM18AAP, H-Glu-NHMec fluorogenic cleavage; inhibition, % at 7.35 µM; AID 1822;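 active = inhibition above the campaign mean inhibition over all tested compounds plus 3 SD, cut at about 28% in these data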;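 note: 0% = plate median of test compound wells and 100% = 2 mM ZnCl2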
IDE act – boosts human insulin-degrading enzyme activity in HEK cells | P14735 | FAbeta-B cleavage, fluorescence polarization; 0% vehicle, 100% cell-free pure enzyme wells | activation, % at 5.96 µM | hit rate 0.073% among 340,000 | AID 493087;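 active = activation above the mean of all tested compounds plus 3 SD, set per screening campaign, cut at about 17% in these data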
Target sequence (P14735 whole entry, looked up): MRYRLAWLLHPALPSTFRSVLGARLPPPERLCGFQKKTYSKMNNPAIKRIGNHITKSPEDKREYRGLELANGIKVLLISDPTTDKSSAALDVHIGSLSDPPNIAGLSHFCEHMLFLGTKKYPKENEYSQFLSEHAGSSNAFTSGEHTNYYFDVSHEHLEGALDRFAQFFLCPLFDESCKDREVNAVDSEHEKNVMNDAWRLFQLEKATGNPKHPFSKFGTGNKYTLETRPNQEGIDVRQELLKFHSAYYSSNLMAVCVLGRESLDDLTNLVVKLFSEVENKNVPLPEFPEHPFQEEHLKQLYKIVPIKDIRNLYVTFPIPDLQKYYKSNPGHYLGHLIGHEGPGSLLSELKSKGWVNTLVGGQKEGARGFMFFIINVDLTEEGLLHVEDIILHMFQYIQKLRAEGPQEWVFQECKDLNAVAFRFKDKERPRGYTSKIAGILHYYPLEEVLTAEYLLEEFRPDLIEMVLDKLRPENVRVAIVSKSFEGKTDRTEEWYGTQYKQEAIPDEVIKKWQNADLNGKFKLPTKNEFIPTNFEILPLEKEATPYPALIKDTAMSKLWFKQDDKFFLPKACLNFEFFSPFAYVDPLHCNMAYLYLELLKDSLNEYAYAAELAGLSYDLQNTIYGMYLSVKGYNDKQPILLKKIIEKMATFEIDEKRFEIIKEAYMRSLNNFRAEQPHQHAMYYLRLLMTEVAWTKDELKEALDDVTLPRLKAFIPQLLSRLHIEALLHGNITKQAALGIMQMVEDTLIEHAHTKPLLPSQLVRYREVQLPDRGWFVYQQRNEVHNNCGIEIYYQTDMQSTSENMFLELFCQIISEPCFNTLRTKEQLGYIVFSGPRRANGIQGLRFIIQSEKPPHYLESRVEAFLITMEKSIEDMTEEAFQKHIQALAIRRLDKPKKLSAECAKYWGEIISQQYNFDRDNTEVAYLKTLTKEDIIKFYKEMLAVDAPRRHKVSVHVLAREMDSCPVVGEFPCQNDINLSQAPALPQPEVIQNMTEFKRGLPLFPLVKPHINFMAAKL
NALP1 inh – blocks the NALP1 inflammasome reconstituted in yeast; S. cerevisiae NALP1/ASC/caspase-1 growth, X-gal OD620, 72 h; inhibition, % at 10 µM; hit rate 0.61% among 280,000; AID 2071; in the data active = inhibition mostly above about 24%, no sharp cut-off; inactive = mostly below about 32%; note: some compounds called inactive have numbers as strong as hits
MEKK2 WT-MEK5 – raises or lowers MEK5 binding to wildtype human MEKK2 PB1 domain. Q9Y2U5. bead flow cytometry, Alexa488-MEK5 binding to MEKK2 WT; actives lie on both sides. binding response (% of control), % at 10 µM. hit rate 1.1% among 290,000. AID 1531; in the data active = binding response below about 67% or above about 130%
IDE cell inh – cellular human IDE inhibition; P14735; HEK cells, FAbetaB cleavage, fluorescence polarization; inhibition, % at 5.59 µM; hit rate 0.41% among 320,000;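 active = percent inhibition above the average of all tested compounds plus 3 SD, set per screening campaign, cut at about 16% in these data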;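 note: IDE supplied by intact live HEK cells; FP after avidin binding of uncleaved biotin substrate so inhibition keeps polarization high; 0% = DMSO wells and 100% = 60 µM reference IDE inhibitor Ii1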
pCIP destab – compounds decreasing mouse p/CIP protein stability; F442A p/CIP-EGFP cells, EGFP fluorescence, 16 h; decrease of EGFP signal, % at 10 µM; hit rate 0.01% among 290,000; AID 1984;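 active = EGFP signal decrease of at least 30% at 10 µM or well 3 SD below plate mean, unless failing retest; inactive = the rest, including hits failing retest or dose response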; note: some compounds called inactive have numbers as strong as hits; many of its hits are not listed in these tables
MEKK3 PB1 HTS – modulators (inhibitors or enhancers) of MEK5 binding to human MEKK3 PB1 domain | AID 1529 | hit rate 1.4% among 290,000 | binding response (% of control), % at 10 µM | bead-based flow cytometry, Alexa488-MEK5 binding to MEKK3; actives lie on both sides; 0 = blocked by unlabeled MEK5, 100 = vehicle;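 active = binding response more than 3 SD above or below the average of its plate-row segment, actives on both sides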;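 note: Alexa488 bead fluorescence after subtracting the streptavidin-only scavenger bead signal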
MEKK2mut PB1 HTS – signal of MEK5 binding to mutant human MEKK2 PB1 domain; percent response, % at 10 µM; hit rate 0.35% among 290,000; bead flow cytometry, Alexa488-MEK5 binding to MEKK2 mutant; AID 1530; in the data active = percent response above about 24%, passing the limit was not always enough; note: inactives centre near 1; some results filed as inactive read as strong as hits; reference of the scale not given here
Active calls of the source: *; · = no result given. Not all compounds are listed. The share of hits here may be higher or lower than overall.

Sample of the layout (14 entries):
#	canonical_smiles	IDE act	MEKK2 WT-MEK5	IDE cell inh	M18AAP inhibitor	MEKK3 PB1 HTS	MEKK2mut PB1 HTS	NALP1 inh	SUMO HTRF inh	pCIP destab
1	Cc1ccc(C)c(/C=C/C(=O)c2ccccc(=O)c2O)c1	3	105	-1	25	107	5	28	21	-1
2	Cc1ccc(CN2C3CCCC2CC(NC(=O)c2ccc(F)cc2)C3)cc1 (stereo unspecified)	1	112	3	0	106	13	-4	7	1
3	O=C(NCC(=O)N1CCN(c2ccccc2O)CC1)c1ccco1	4	107	-1	34*	101	8	3	10	6
4	COc1ccccc1CNC(=O)C1CC2Cn3c(nc4cc(Cl)c(Cl)cc43)C2N1C (stereo unspecified)	-1	101	1	·	103	2	·	·	·
5	CCCc1ccc2oc(C(=O)N3CCC(O)CC3)c(C)c2c1	3	99	6	1	100	0	26	10	2
6	O=[N+]([O-])c1ccccc1/C=C\C=N\N1CCN(c2ccccc2)CC1	0	102	11	6	107	-2	5	-34	14
7	O=C(Nc1ccc(F)cc1)C(Sc1nc2ccccc2[nH]1)c1ccccc1 (stereo unspecified)	0	114	-4	1	105	3	25	17	4
8	CC1CCc2c(sc(NC(=O)CSc3ncnc4c3cnn4-c3ccccc3Cl)c2C#N)C1 (stereo unspecified)	-3	97	10	3	97	-2	10	-1	-11
9	CC1c2nc3ccccc3n2C(CC(=O)NCCCN2CCOCC2)C(=O)N1Cc1ccccc1 (stereo unspecified)	7	94	-3	-12	105	-5	-13	9	-7
10	O=C1c2ccccc2C2(c3ccc(F)cc3)NCCN12 (stereo unspecified)	-4	96	-2	-7	98	-3	-8	19	3
11	O=C(Cn1c(=O)n(CC2CCCO2)c(=O)c2ccccc21)c1ccc(Cl)c(Cl)c1 (stereo unspecified)	1	99	7	2	101	0	4	13	-9
12	O=C(Cn1c(=O)sc2ccccc21)Nc1ccc(S(=O)(=O)N2CCCC2)cc1	-7	103	-2	0	102	6	32	17	-8
13	COCCNC(=O)CN(c1ccc(C)cc1)S(=O)(=O)c1ccc(SC)cc1	1	107	4	-1	104	3	15	21	14
14	COc1ccc(CNC(=O)Cn2c(=O)oc3ccccc32)cc1OC	2	104	8	9	97	4	43*	-2	2

The whole of this part, from the start:
#	canonical_smiles	IDE act	MEKK2 WT-MEK5	IDE cell inh	M18AAP inhibitor	MEKK3 PB1 HTS	MEKK2mut PB1 HTS	NALP1 inh	SUMO HTRF inh	pCIP destab
1	Cc1ccc(C)c(/C=C/C(=O)c2ccccc(=O)c2O)c1	3	105	-1	25	107	5	28	21	-1
2	Cc1ccc(CN2C3CCCC2CC(NC(=O)c2ccc(F)cc2)C3)cc1 (stereo unspecified)	1	112	3	0	106	13	-4	7	1
3	O=C(NCC(=O)N1CCN(c2ccccc2O)CC1)c1ccco1	4	107	-1	34*	101	8	3	10	6
4	COc1ccccc1CNC(=O)C1CC2Cn3c(nc4cc(Cl)c(Cl)cc43)C2N1C (stereo unspecified)	-1	101	1	·	103	2	·	·	·
5	CCCc1ccc2oc(C(=O)N3CCC(O)CC3)c(C)c2c1	3	99	6	1	100	0	26	10	2
6	O=[N+]([O-])c1ccccc1/C=C\C=N\N1CCN(c2ccccc2)CC1	0	102	11	6	107	-2	5	-34	14
7	O=C(Nc1ccc(F)cc1)C(Sc1nc2ccccc2[nH]1)c1ccccc1 (stereo unspecified)	0	114	-4	1	105	3	25	17	4
8	CC1CCc2c(sc(NC(=O)CSc3ncnc4c3cnn4-c3ccccc3Cl)c2C#N)C1 (stereo unspecified)	-3	97	10	3	97	-2	10	-1	-11
9	CC1c2nc3ccccc3n2C(CC(=O)NCCCN2CCOCC2)C(=O)N1Cc1ccccc1 (stereo unspecified)	7	94	-3	-12	105	-5	-13	9	-7
10	O=C1c2ccccc2C2(c3ccc(F)cc3)NCCN12 (stereo unspecified)	-4	96	-2	-7	98	-3	-8	19	3
11	O=C(Cn1c(=O)n(CC2CCCO2)c(=O)c2ccccc21)c1ccc(Cl)c(Cl)c1 (stereo unspecified)	1	99	7	2	101	0	4	13	-9
12	O=C(Cn1c(=O)sc2ccccc21)Nc1ccc(S(=O)(=O)N2CCCC2)cc1	-7	103	-2	0	102	6	32	17	-8
13	COCCNC(=O)CN(c1ccc(C)cc1)S(=O)(=O)c1ccc(SC)cc1	1	107	4	-1	104	3	15	21	14
14	COc1ccc(CNC(=O)Cn2c(=O)oc3ccccc32)cc1OC	2	104	8	9	97	4	43*	-2	2
15	O=[N+]([O-])c1ccc(/C=N/Nc2ncc(-c3ccccc3)cn2)cc1	0	89	·	0	112	4	11	25	-12
16	C#CCNC(=O)C1CCN(c2cc(C)nc(-c3ccccc3)n2)CC1	1	105	3	2	99	-1	7	18	4
17	Cc1c(Cl)c([N+](=O)[O-])nn1CC(=O)NCCCN1CCOCC1	3	98	7	-5	101	-5	-15	-4	5
18	O=C(c1ccc2c(=O)n3c(nc2c1)CCCCC3)N1CCN(c2ccc(F)cc2)CC1	3	102	-2	1	105	4	0	5	-23
19	Cc1onc(-c2c(F)cccc2Cl)c1C(=O)OCC(=O)Nc1c(C)n(C)n(-c2ccccc2)c1=O	7	112	-2	-3	114	14	18	-2	-9
20	COCCCNC(=S)NNC(=O)C1CC1c1ccc(C(C)(C)C)cc1 (stereo unspecified)	5	94	·	-4	107	-5	-5	1	-14
21	COC(=O)Cc1cc(OC)c(OC)cc1Cc1cc(OC)c(OC)cc1CC(=O)OC	-4	104	-1	0	106	4	33	1	-9
22	Fc1cccc(Cl)c1Cc1noc(/C=C/c2ccccc2)n1	-1	93	3	-6	88	-3	28*	12	-12
23	COC(=O)C1=C(C(=O)OC)[C@@H]2Nc3ccccc3[C@@]23C[C@@H](C(=O)OC)N(C(=O)COCc2ccccc2)C3=N1	1	98	-3	·	102	-2	·	·	·
24	COc1cccc2cc(C(=O)CS(=O)(=O)c3ccc(Cl)cc3)c(=O)oc12	8	103	5	19	99	2	7	10	12
25	CC1(C)CC(=O)C(C=NCC2CCN(C(=O)Cc3ccccc3)CC2)=C(O)C1	-2	105	2	-15	101	3	-5	8	-6

Screening results (PubChem BioAssay)
